Bioassay records as filed in PubChem.
Tau FP inhib = tau fibrillization inhibition (FP); P10636; K18 P301L tau heparin fibrillization, Alexa594 FP, 6 h; Potency, µM (doses to about 57.7 µM), inactives show at the highest dose activity, negative = inhibition, actives largely listed as inhibitors; actives 0.39% (n = 280,000); also: % is scaled to controls: 0 for no effect and ±100 for the full control effect; nearly all actives have a fitted effect of over 55% in size
Target sequence (P10636 561-689 P618L limits assumed): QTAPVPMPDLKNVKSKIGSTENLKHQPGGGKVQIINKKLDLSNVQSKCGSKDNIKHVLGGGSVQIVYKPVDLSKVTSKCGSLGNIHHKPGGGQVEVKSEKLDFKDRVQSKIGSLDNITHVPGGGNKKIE
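Heparin (20 uM) drove fibril formation of recombinant tau K18 P301L, 15 uM unlabeled with 0.24 uM Alexa 594 label, for 6 hr at 37 C in 100 mM sodium acetate pH 7. Fluorescence polarization (555/632 nm) read 1 hr after 30 uM ThT.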
TexasRed fluor = counter-screen for TRb-SRC2 inhibitors: fluorescence interference. AID 1479. TRb/SRC2 Texas Red total fluorescence interference. actives 0.29% (n = 280,000). Potency, µM (top dose mostly 106 µM), inactives show top-dose fluorescence change, negative = quenching; active = well fitted curve in either direction with a large enough effect; inconclusive = small, poorly fitted or top-dose-only effect; also: % is scaled to controls: 0 for no effect and ±100 for the full control effect
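Flags fluorescent or light-absorbing compounds by total fluorescence, S + 2P, at 555 nm excitation and 632 nm emission. Mixture: 20 nM Texas Red SRC2 peptide, 0.6 uM human TRb LBD, 1 uM T3, 5% DMSO; compound exposure 5 h at ambient temperature.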
Tau fluor cs = counter-screen for tau fibril formation inhibitors; AID 1463; actives 0.93% (n = 280,000); Potency, µM (top dose mostly 57.7 µM), inactives show top-dose activity change, negative = decrease; tau K18 P301L Alexa594 fluorescence, heparin fibrillization; also: % is scaled to controls: 0 for no effect and ±100 for the full control effect; nearly all actives have a fitted effect of over 55% in size
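Human tau K18 P301L (15 uM unlabeled, 0.24 uM Alexa 594-labeled) in 100 mM sodium acetate pH 7 with 20 uM heparin, 6 hr at 37 C. ThT 30 uM added, 1 hr ambient; Alexa 594 FP and total fluorescence read at 555/632 nm.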
HTT cytoprotect = cytoprotection in Huntington HTT-Q103 PC12 cell model; PC12 HTT-Q103 induced, cytoprotection, ATP luminescence, 40 h; Potency, µM (top dose mostly 56.4 µM), without a hit: cytoprotection (ATP increase), usual class: activators; actives 0.14% (n = 230,000); AID 1471;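 also: % of control where 0% means no effect; nearly all actives have a fitted effect of over 45% in size; toxic huntingtin expression switched on by the ecdysone agonist tebufenozide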
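Stable PC12 Q103-GFP cells in serum-supplemented, phenol red-free DMEM; induction by tebufenozide at 100 nM final; compound dose series; cell viability quantified luminescently from ATP.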
TRb SRC2 PPI = inhibitors of human thyroid hormone receptor beta-SRC2 interaction | AID 1469 | actives 0.065% (n = 280,000) | TRbeta-SRC2 peptide binding, fluorescence polarization; receptor liganded with 1 µM T3 | P10828 | Potency, µM (highest dose often 106 µM), without a hit: top-dose activity change, negative = inhibition, hits mostly inhibitors;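 also: plate controls were bound peptide for no effect and peptide without receptor for full effect; nearly all actives have a fitted effect of over 50% in size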
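A fluorescence polarization screen tested compounds at multiple concentrations against complex formation between 0.6 uM TRb ligand-binding domain and 20 nM Texas Red SRC2 peptide, with 1 uM T3 present; readout after 5 hr.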
RECQ1 helicase = inhibitors of human RECQ1 DNA helicase. RECQ1 DNA unwinding, red fluorescence kinetic read. Potency, µM (highest dose often 57.3 µM), inactives show top-dose activity, negative = inhibition, actives largely listed as inhibitors. actives 0.54% (n = 240,000). AID 2549;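 also: plate controls were vehicle for no effect and no enzyme for full effect; nearly all actives have a fitted effect of over 30% in size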
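RECQ1T1 50 nM; forked duplex (20 bp + 30-nt ss tails) 200 nM, ATP 2 mM final; pH 8.0, 2 mM MgCl2, 2.5 ug/ml poly(dI-dC); 15 min compound preincubation; discontinuous kinetic read over 2 h at RT.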
L3MBTL1 block = inhibitors of human L3MBTL1; AlphaScreen L3MBTL1–H3K9me1 peptide binding; Potency, µM (titrated, usually from 57.1 µM), for the others: at the top dose activity, negative = inhibition, usual class: inhibitors; actives 0.66% (n = 230,000); also: % is scaled to controls: 0 for no effect and ±100 for the full control effect; nearly all actives have a fitted effect of over 60% in size
Target sequence (Q9Y468 whole entry, looked up): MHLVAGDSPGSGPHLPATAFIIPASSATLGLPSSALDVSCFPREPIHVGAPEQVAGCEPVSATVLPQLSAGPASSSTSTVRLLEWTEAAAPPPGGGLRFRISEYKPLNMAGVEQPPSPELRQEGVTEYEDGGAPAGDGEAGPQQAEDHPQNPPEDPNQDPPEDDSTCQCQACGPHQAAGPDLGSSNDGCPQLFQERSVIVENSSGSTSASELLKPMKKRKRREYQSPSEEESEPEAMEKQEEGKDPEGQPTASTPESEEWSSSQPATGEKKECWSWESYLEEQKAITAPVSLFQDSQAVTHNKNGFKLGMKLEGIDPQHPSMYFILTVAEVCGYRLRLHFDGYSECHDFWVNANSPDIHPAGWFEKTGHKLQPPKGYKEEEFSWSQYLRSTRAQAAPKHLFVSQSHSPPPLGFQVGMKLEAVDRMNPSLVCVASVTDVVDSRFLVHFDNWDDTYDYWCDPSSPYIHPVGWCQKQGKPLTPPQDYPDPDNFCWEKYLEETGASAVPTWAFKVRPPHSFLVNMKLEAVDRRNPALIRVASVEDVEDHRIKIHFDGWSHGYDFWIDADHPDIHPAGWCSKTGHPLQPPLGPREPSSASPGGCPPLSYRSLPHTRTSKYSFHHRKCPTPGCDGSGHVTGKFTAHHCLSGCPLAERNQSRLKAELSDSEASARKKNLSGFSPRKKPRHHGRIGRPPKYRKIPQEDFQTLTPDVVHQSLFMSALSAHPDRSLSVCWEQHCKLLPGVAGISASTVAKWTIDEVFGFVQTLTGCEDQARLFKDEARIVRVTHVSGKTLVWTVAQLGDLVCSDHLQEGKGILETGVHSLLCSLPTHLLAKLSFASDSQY
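L3MBTL1 (50 nM) pre-complexed 30 min with biotinylated H3(1-15)K9me1 peptide (75 nM), then compounds added for 30 min at room temperature; AlphaScreen streptavidin donor/nickel chelate acceptor beads (10 ug/mL final) read after 30 min dark incubation.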
Tau fibril ThT = inhibitors of human tau fibril formation, thioflavin T binding. actives 2.1% (n = 270,000). Potency, µM (series often up to 57.4 µM), inactives show at the highest dose activity, negative = inhibition, usual class: inhibitors. P10636. recombinant tau K18 P301L, heparin-induced fibrillization, ThT fluorescence; also: % is scaled to controls: 0 for no effect and ±100 for the full control effect; nearly all actives have a fitted effect of over 55% in size
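ThT emission at 510 nm, taken 1 hr after adding 30 uM dye, quantifies aggregates formed when 20 uM heparin acts on human tau K18 P301L for 6 hr at 37 C.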
The depositor's hits bear a star; i = inactive; ? = inconclusive; / = no result given; & = joins results of further samples; [ ] = remark or other dose. Unless noted, calls follow the shape of the dose curve; as a rule, active = well fitted curve in the direction sought with a large enough effect; inconclusive = small, poorly fitted or top-dose-only effect, or another doubt; inactive = no such curve, though single readings can be large; an effect the other way counts as inactive or inconclusive. Potency is read from the fitted curve at half-maximal effect. This is a subset, so the mix of outcomes need not match the whole.

Abbreviations – A = Tau FP inhib; B = TexasRed fluor; C = Tau fluor cs; D = HTT cytoprotect; E = TRb SRC2 PPI; F = RECQ1 helicase; G = L3MBTL1 block; H = Tau fibril ThT
COc1ccccc1N1CC(C(=O)Nc2cccc(C(=O)O)c2)CC1=O (centres undefined)
  A: -8% | B: 0% | C: -4% | D: 2%[0.074 µM] | E: -4% | F: 11% | G: 26% | H: -6%
Cc1oc(-c2cc(Cl)cc(Cl)c2)cc1C(=O)NCCc1ccccc1
  A: -12% | B: -4% | C: -15% | D: 12%[10 µM] | E: 4% | F: -2% | G: 32%[activator] | H: -8%
CCN(CC)S(=O)(=O)c1ccc(OC)c(NC(=S)Nc2cc(C)ccc2C)c1
  A: -11% | B: 1% | C: -14% | D: -7%[10 µM] | E: -3% | F: -1% | G: 5% | H: -2%
COc1ccc2c(-c3ccccc3)cc(SCC(N)=O)nc2c1
  A: -10% | B: -3% | C: -17% | D: 2%[10 µM] | E: 0% | F: 7% | G: / | H: ?
CCCn1c(SCC(=O)N2CCCc3ccccc32)nc2c1c(=O)n(C)c(=O)n2C
  A: -4% | B: 1% | C: 1% | D: -4% | E: -15% | F: i | G: 36%[activator] | H: 1%
CCCCc1ccc(NC(=S)N2CCCC(CO)C2)cc1 (centres undefined)
  A: 3% | B: 5% | C: -9% | D: -14%[10 µM] | E: 2% | F: -6% | G: -1% | H: -3%
O=C(Nc1sc2c(c1C(=O)NCc1cccnc1)CCCC2)c1ccco1
  A: 6% | B: -8% | C: -2% | D: -9%[0.074 µM] | E: 1% | F: ? | G: 2%[11.4 µM] | H: -15%
Cc1n[nH]c(=S)n(/N=C/c2cccs2)c1=O
  A: -14% | B: -1% | C: -18% | D: 14%[10 µM] | E: 5% | F: i | G: 9% | H: -17%
CCN(CC)S(=O)(=O)c1cc(NC(=O)C(C)N2CCN(Cc3ccc4c(c3)OCO4)CC2)ccc1C (centres undefined)
  A: 3% | B: 2% | C: -5% | D: -14%[10 µM] | E: 2% | F: i | G: -10% | H: -2%
CN1CCN(/C=C2\SC(=S)NC2=O)CC1
  A: -15% | B: 0% | C: -6% | D: -9%[0.074 µM] | E: -5% | F: 0% | G: / | H: -3%
Cc1ccccc1-c1nc(CS(=O)(=O)CC(=O)N2CCN(c3ccccc3)CC2)c(C)o1
  A: 10% | B: -2% | C: -19% | D: / | E: -2% | F: / | G: / | H: ?
Cc1nn(C)c(C)c1S(=O)(=O)N(CC(=O)NCc1cccs1)c1ccc(C(C)C)cc1
  A: -3% | B: -2% | C: -5% | D: 8% | E: 0% | F: -4% | G: ? | H: -5%
CCc1ccc(NC(=O)C(=O)NCCN2CCN(C(=O)c3ccco3)CC2)cc1
  A: -2% | B: 0% | C: -7% | D: 28%[1.9 µM] | E: -12% | F: -5% | G: -8% | H: ?
O=C1OCC(c2ccccc2)=C1c1ccc(S(=O)(=O)N2CCOCC2)s1
  A: -6% | B: 0% | C: -4% | D: -3% | E: -21% | F: -2% | G: -9% | H: -11%
CC(=O)c1sc(NC(=O)C=C(C)C)nc1C
  A: -2% | B: 3% | C: 1% | D: -17%[10 µM] | E: 9% | F: 2% | G: -7% | H: -15%
COc1ccccc1S(=O)Cc1ccc(C(=O)NCCc2ccc(Cl)cc2)o1 (centres undefined)
  A: 5% | B: -1% | C: -8% | D: 1% | E: -8% | F: -9% | G: / | H: -17%
CC(C)c1nc(Cl)c(C#N)c2c1CCC2
  A: 1% | B: 3% | C: -2% | D: 17%[10 µM] | E: -4% | F: -9% | G: 16% | H: -5%
CCc1cccc(NC(=O)Cn2c(=O)n3nc(-c4cccc(F)c4)nc3c3ccccc32)c1
  A: -8% | B: -2% | C: -7% | D: / | E: -6% | F: / | G: / | H: -14%
COCCCNC(=O)c1ccc(N2CCCC2)c(NS(=O)(=O)c2ccc(C)cc2)c1
  A: ? | B: 0% | C: -16% | D: -27%[0.074 µM] | E: -22% | F: -2% | G: 16% | H: ?
O=C(Nc1cccc(F)c1)c1ccccc1-c1ccccc1
  A: 10% | B: -3% | C: -10% | D: 3%[10 µM] | E: -4% | F: -7% | G: 8% | H: 1%
COc1cccc(N2CCN(C(=O)Cn3cnc4onc(-c5ccc(F)cc5)c4c3=O)CC2)c1
  A: 1% | B: ? | C: ? | D: / | E: -8% | F: / | G: / | H: -2%
Cc1cccc(NC(=S)NNC(=O)c2nn(C)cc2Cl)c1
  A: -1% | B: 0% | C: -6% | D: -30% | E: -2% | F: -1% | G: -7% | H: -22%
CN(C)/C=C/C(=O)c1ccc(-c2ccc(Cl)cc2Cl)o1
  A: 8% | B: 0% | C: 3% | D: -56% | E: 2% | F: i | G: -16% | H: ?
CC(C(=O)OCC(=O)Nc1cccc(S(=O)(=O)N(C)C)c1)N1C(=O)c2ccccc2C1=O (centres undefined)
  A: -4% | B: -5% | C: -14% | D: -8% | E: -7% | F: -4% | G: 7% | H: -3%
CNC(=O)/C(=N\O)c1ccccc1
  A: 3% | B: 1% | C: 7% | D: -10% | E: 5% | F: 5% | G: -5% | H: 2%
CCCCCCCCNC(=O)c1cccnc1SCC(=O)Nc1ccccc1OC
  A: -11% | B: -3% | C: -18% | D: 19%[10 µM] | E: -1% | F: -7% | G: ? | H: -3%
O=C(O)/C(=C\c1ccccc1)c1ccccc1
  A: 3% | B: -6% | C: 2% | D: -9%&29%[10 µM] | E: 2% | F: -6% | G: 0% | H: 0%
CN(CC(=O)NCCc1ccccc1)S(=O)(=O)c1ccc(Br)cc1
  A: 12% | B: -1% | C: -3% | D: -5% | E: 2% | F: i | G: 0% | H: -9%
CC(NC(=O)c1cc(F)c(F)cc1Cl)c1ccncc1 (centres undefined)
  A: -2% | B: -6% | C: -3% | D: 9%[10 µM] | E: -4% | F: -3% | G: 3% | H: -1%
CCOC(=O)N1CCN(CC(=O)c2c[nH]c3ccc(F)cc23)CC1
  A: 6% | B: 0% | C: -8% | D: -9% | E: -1% | F: -12% | G: / | H: 0%

Some of these compounds in order of molar mass, descending.
Abbreviations – A = Tau FP inhib; B = TexasRed fluor; C = Tau fluor cs; D = HTT cytoprotect; E = TRb SRC2 PPI; F = RECQ1 helicase; G = L3MBTL1 block; H = Tau fibril ThT
CCN(CC)S(=O)(=O)c1cc(NC(=O)C(C)N2CCN(Cc3ccc4c(c3)OCO4)CC2)ccc1C (centres undefined)
  A: 3% | B: 2% | C: -5% | D: -14%[10 µM] | E: 2% | F: i | G: -10% | H: -2%
CCc1ccc(NC(=O)C(=O)NCCN2CCN(C(=O)c3ccco3)CC2)cc1
  A: -2% | B: 0% | C: -7% | D: 28%[1.9 µM] | E: -12% | F: -5% | G: -8% | H: ?
Cc1cccc(NC(=S)NNC(=O)c2nn(C)cc2Cl)c1
  A: -1% | B: 0% | C: -6% | D: -30% | E: -2% | F: -1% | G: -7% | H: -22%

(continued)
mol | Tau FP inhib | TexasRed fluor | Tau fluor cs | HTT cytoprotect | TRb SRC2 PPI | RECQ1 helicase | L3MBTL1 block | Tau fibril ThT
O=C(Cc1cccs1)N1CCCC(c2nc3c(nnn3Cc3ccc(F)cc3)c(=O)[nH]2)C1 (centres undefined) | -8% | 0% | -3% | -3%[10 µM] | -13% | i | 5% | -6%
Cc1cc(-c2n[nH]c(=S)n2/N=C/c2ccc(C)s2)n[nH]1 | -5% | 1% | 0% | 20%[10 µM] | -4% | -10% | -7% | -4%
COCCCNC(=O)Cn1c(=O)n(-c2cccc(C)c2)c(=O)c2c3c(sc21)CN(C(C)=O)CC3 | -5% | ? | -18% | / | 1% | / | / | -14%
Cc1ccc(Cn2cc(S(=O)(=O)c3ccc(Cl)cc3)c(=O)c3cc(F)ccc32)cc1 | -8% | 0% | 2% | -29%[10 µM] | 10% | -4% | 0% | 4%
O=C(Nc1ccccc1)N(CCCN1CCOCC1)Cc1cccs1 | -15% | 0% | -1% | 10% | -3% | -13% | 7% | -5%
O=c1c2ccccc2nc2c3ccccc3c(NCc3ccco3)nn12 | -5% | -5% | -18% | -6% | -1% | -9% | / | -15%
COc1ccc2c(c1)Cc1sc(NC(=O)c3cccc(F)c3)nc1-2 | -9% | -11% | ? | / | 5% | / | / | 3.2µM*
COc1ccc(N2CCN(C(=O)CSc3nnc4c(C)cc5c(C)cc(C)cc5n34)CC2)cc1 | -3% | -2% | -28% | -9%[10 µM] | 5% | -13% | -1% | ?
CCCCc1nnc(NC(=O)COC)s1 | -1% | 1% | 5% | -20% | 2% | i | 5% | 6%
CCCN1CCN(CCNC(=O)Nc2cc(C)ccc2OC)CC1 | 0% | 0% | -2% | / | -5% | / | / | 0%
CCOc1ccccc1NC(=O)Nc1cccc(C(C)=O)c1 | -3% | 1% | ? | -14% | -5% | -1% | / | ?
Cc1onc(-c2ccccc2Cl)c1C(=O)NC(=S)Nc1ccccc1F | -17% | 1% | -28% | -10% | -9% | 6% | -22% | -7%
CCOC(=O)c1c(C)n(CCNC(C)=O)c2ccc(O)cc12 | 7% | 3% | -2% | -2% | 0% | i | / | -1%
O=C1c2ccccc2C(=O)N1CCCCSc1nnc(-c2ccc(OC(F)F)cc2)o1 | 1% | -1% | -22% | -22% | -2% | -3% | / | ?
CCN(CC(=O)NC1CCS(=O)(=O)C1)S(=O)(=O)c1ccc(C)c(C)c1 (centres undefined) | 2% | -1%[53 µM] | 12% | 3%[10 µM] | -6%[53 µM] | -1% | 35%[activator] | 10%

Looked up one by one from the list above:
mol | Tau FP inhib | TexasRed fluor | Tau fluor cs | HTT cytoprotect | TRb SRC2 PPI | RECQ1 helicase | L3MBTL1 block | Tau fibril ThT
COc1ccc(N2CCN(C(=O)CSc3nnc4c(C)cc5c(C)cc(C)cc5n34)CC2)cc1 | -3% | -2% | -28% | -9%[10 µM] | 5% | -13% | -1% | ?
O=C(Cc1cccs1)N1CCCC(c2nc3c(nnn3Cc3ccc(F)cc3)c(=O)[nH]2)C1 (centres undefined) | -8% | 0% | -3% | -3%[10 µM] | -13% | i | 5% | -6%
